Siah-1 displacement: blockers of Siah-1 interaction with plectin peptide – biochemical, fluorescence polarization, rhodamine-plectin, uHTS, primary screen (AID 1817); one-dose displacement, % at 20 µM; IC50 in µM for titrated hits; 290,000 tested, 0.02% active; Siah-1 / rhodamine-plectin peptide fluorescence polarization; higher % means a stronger effect;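 active = displacement of at least 50% at 20 µM, with a fluorescence ratio check between 0.3 and a set limit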;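 note: plate controls were Siah plus tracer with DMSO for no effect and tracer alone without Siah for full effect; strong numbers were not always called active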
TNAP activation fold: stimulation of alkaline phosphatase TNAP activity – biochemical, luminescent, no phosphate acceptor, uHTS, primary screen (AID 1001). purified TNAP, luminescent activation assay, no phosphate acceptor; higher activation fold means a stronger effect. activation fold at 20 µM; hits with a dose series show EC50 in µM. 200,000 tested, 0.03% active; in the data active = activation fold from about 3, or a potency from the dose series; inactive = the rest, 99 in 100 with activation fold below about 1.6; note: many of its hits are not listed in these tables
PhoP inhibition: inhibitors of PhoP regulon expression, primary screen, Salmonella Typhimurium, GFP reporter (AID 1863) | S. Typhimurium PhoP-regulated promoter GFP reporter, 4 h; higher % means a stronger effect | 300,000 tested, 0.16% active | inhibition, % at 50 µM; hits with a dose series show IC50 in µM;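 active = inhibition over 29.93%, a cutoff 3 SD above the screen mean, later confirmed by dose response; inconclusive = inhibition over 29.93% but no dose response follow-up; inactive = inhibition at most 29.93% or unconfirmed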;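 note: 0% = low Mg2+ inducing control and 100% = high Mg2+ repressing control; strong numbers were not always called active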
RSV antiviral HEp-2: inhibition of RSV-induced cytopathic effect – HEp-2 cells, primary 10 µM value included (AID 2391); HEp-2 cells, RSV-induced CPE inhibition; higher % means a stronger effect; CPE inhibition, % at 10 µM; hits with a dose series show IC50 in µM; 310,000 tested, 0.13% active; in the data active = a potency from the dose series; inconclusive = CPE inhibition mostly from about 23% at the one dose, without a potency; inactive = the rest, 99 in 100 with CPE inhibition below about 21%; note: strong numbers were not always called active
Myeloid diff MLP: promotes myeloid progenitor differentiation; ER-HoxA9 myeloid progenitors, lysozyme-GFP differentiation, flow cytometry; calls only at 10 µM; 360,000 tested, 1% active; AID 624256;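 active = normalized GFP-positive differentiation at or above the plate's own cutoff, the solvent-only control mean plus 3 SD; inconclusive = no clear call, values can overlap the other calls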;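 note: cells exposed to compound for four days before flow analysis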
PMI inhibitors: MPI enzyme activity inhibition – biochemical, fluorescence intensity, coupled assay, primary screen (AID 1209) | inhibition, % at 20 µM, or IC50 in µM where a hit was titrated | 190,000 tested, 0.42% active | purified PMI enzyme, coupled fluorescence intensity; higher % means a stronger effect;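 note: plate controls were DMSO vehicle for no effect and wells lacking substrate for full effect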
XIAP antagonists: small molecules displacing peptide from XIAP – biochemical, IAP family, fluorescence polarization (AID 1018); XIAP BIR domain, fluorescence polarization peptide displacement; higher % means a stronger effect; displacement, % at 20 µM, or IC50 in µM where a hit was titrated; 200,000 tested, 0.007% active; in the data active = displacement above about 50%; note: a part of the inactive calls stands beside numbers as strong as those of hits
human PMI inhibitors: human PMI inhibitors, high substrate, primary screen, biochemical, fluorescence intensity, high mannose 6-phosphate (AID 1220). recombinant PMI enzyme, coupled fluorescence intensity; higher % means a stronger effect. inhibition, % at 20 µM, or IC50 in µM where a hit was titrated. 190,000 tested, 0.66% active
WT yeast gro inh: growth inhibition of WT yeast, mitochondrial fusion screen; inhibition, % at 10 µM; 190,000 tested, 2.1% active; AID 1362; mitochondrial fusion phenotypic screen, WT strain; in the data active = inhibition above about 58%; tested in S. cerevisiae
WT yeast gro inh mutant strain: further read-out of WT yeast gro inh, marked with its call; inhibition, %; mitochondrial fusion phenotypic screen, mutant strain inhibition
Myeloid diff MLP GFP+ MAC1+ %: recorded beside Myeloid diff MLP, whose call it bears; GFP+ MAC1+ double positive, %; measured here: differentiation confirmed by MAC1 staining
Starred values were filed as active, the others as inactive; i = inactive; ? = inconclusive; / = no result given; + = active, no number. Cut-off read from the data, not from the text of the source, unless noted: active = inhibition above about 50%; inactive = the rest.

SMILES | Siah-1 displacement | TNAP activation fold | PhoP inhibition | RSV antiviral HEp-2 | Myeloid diff MLP | Myeloid diff MLP GFP+ MAC1+ % | PMI inhibitors | XIAP antagonists | human PMI inhibitors | WT yeast gro inh | WT yeast gro inh mutant strain
CCN(Cc1ccncc1)Cc1nc(CC2CC2)no1 | 2% | 1 | -3% | 1.7% | / | / | 5% | -3.1% | 4% | -19 | 14
O=C(COC(=O)c1cccc(O)c1)NC(=O)Cc1ccccc1 | -3% | / | 6% | 2.6% | i | 0.5 | / | / | / | / | /
CCCNC(=O)c1ccc2c(c1)nc(C)n2-c1cccc(Cl)c1 | 4% | / | -4% | 3.5% | i | 0.3 | / | / | / | / | /
COc1ccc(CNc2nc(SC)n[nH]2)cc1OC | 3% | 1 | -7% | 2.1% | i | 0.6 | 2% | -6.1% | 5% | 5 | -7
COc1ccc(NC(=O)CN(C)C(=O)CSc2ccc3c(c2)OCCO3)cc1 | 11% | / | 6% | 3.5% | i | 1.1 | / | / | / | / | /
COc1cccc(OCC(O)CN2CCC(CN3C(=O)c4cccc5cccc(c45)C3=O)CC2)c1 (stereo unspecified) | 4% | 1 | -2% | -2.5% | ? | / | -12% | -4.3% | -22% | 20 | 19
Brc1ccccc1-c1nnc(CSc2nncn2-c2ccccc2)o1 | -2% | 1.1 | -5% | 1.0% | i | 0.9 | -3% | -5.0% | -8% | -5 | -7
Cc1ccc(OCC(=O)Nc2ccccc2F)cc1C | -6% | 1 | 0% | 1.5% | i | 0.5 | 6% | -6.3% | 3% | 14 | 6
Cc1ccsc1C1C2=C(CCCC2=O)Nc2ncnn21 (stereo unspecified) | -2% | 1.1 | -2% | -0.5% | i | 2.0 | 9% | -0.9% | 8% | -13 | -3
NC(=O)COC(=O)CSc1cccc2cccc(Cl)c12 | 1% | 1 | 2% | 2.0% | i | 1.1 | -9% | -5.5% | -4% | -10 | -3
Cc1cc(F)ccc1S(=O)(=O)N1CCCOC1CNC(=O)C(=O)NCCN1CCOCC1 (stereo unspecified) | -3% | / | -8% | 1.7% | i | 0.5 | / | / | / | / | /
CC(C)NC(=O)NC(=O)COC(=O)CCOc1ccccc1 | -4% | 1.1 | 11% | 1.6% | i | 0.9 | -3% | -5.1% | -5% | -7 | 1
COc1cc(NS(=O)(=O)c2ccc(NC(=O)c3ccc(S(=O)(=O)N4CCCCC4)cc3)cc2)ncn1 | 2% | 1 | -2% | 1.9% | i | 0.3 | -12% | -7.9% | -13% | -5 | 5
CC(NC(=O)c1cc(S(=O)(=O)N(C)C)ccc1Cl)C1CC2CCC1C2 (stereo unspecified) | -1% | / | -6% | 1.6% | i | 1.1 | / | / | / | / | /
C=C1CC[C@@H]2[C@](C)(CO)[C@H](O)CC[C@@]2(C)[C@@H]1/C=C/C1=CCOC1=O | 3% | / | -1% | 13% | i | 1.1 | / | / | / | / | /
CN1CCN(C(=S)c2cn(Cc3ccccc3F)c3ccccc23)CC1 | -3% | 1.1 | -6% | -1.2% | i | 1.1 | -2% | -3.1% | -2% | 4 | 12
COc1ccccc1NC(=O)C(=O)NCC1COc2ccccc2O1 (stereo unspecified) | 1% | 1 | -7% | 5.1% | i | 7.8 | 12% | -1.4% | 15% | -17 | -3
CS(=O)(=O)N1CCC(C(=O)Nc2c(F)cccc2F)CC1 | 2% | 1.1 | -10% | 0.1% | i | 0.4 | 2% | -2.3% | 4% | -9 | 3
Cc1oc2ccc(Br)cc2c(=O)c1-c1nn[nH]n1 | 0% | 1.1 | 15% | 1.3% | i | 0.3 | -10% | 1.8% | -10% | -6 | -5
CCS(=O)(=O)Nc1cccc(C2=NN(S(=O)(=O)c3ccccc3)C(c3ccco3)C2)c1 (stereo unspecified) | -6% | / | -1% | 1.7% | i | 0.7 | / | / | / | / | /

3 of the compounds above, in markdown.
| SMILES | Siah-1 displacement | TNAP activation fold | PhoP inhibition | RSV antiviral HEp-2 | Myeloid diff MLP | Myeloid diff MLP GFP+ MAC1+ % | PMI inhibitors | XIAP antagonists | human PMI inhibitors | WT yeast gro inh | WT yeast gro inh mutant strain |
| --- | --- | --- | --- | --- | --- | --- | --- | --- | --- | --- | --- |
| COc1cc(NS(=O)(=O)c2ccc(NC(=O)c3ccc(S(=O)(=O)N4CCCCC4)cc3)cc2)ncn1 | 2% | 1 | -2% | 1.9% | i | 0.3 | -12% | -7.9% | -13% | -5 | 5 |
| CC(NC(=O)c1cc(S(=O)(=O)N(C)C)ccc1Cl)C1CC2CCC1C2 (stereo unspecified) | -1% | / | -6% | 1.6% | i | 1.1 | / | / | / | / | / |
| C=C1CC[C@@H]2[C@](C)(CO)[C@H](O)CC[C@@]2(C)[C@@H]1/C=C/C1=CCOC1=O | 3% | / | -1% | 13% | i | 1.1 | / | / | / | / | / |

(cont.)
SMILES | Siah-1 displacement | TNAP activation fold | PhoP inhibition | RSV antiviral HEp-2 | Myeloid diff MLP | Myeloid diff MLP GFP+ MAC1+ % | PMI inhibitors | XIAP antagonists | human PMI inhibitors | WT yeast gro inh | WT yeast gro inh mutant strain
CCOC(=O)c1c(S(=O)(=O)NCC(=O)Nc2ccc(C)cc2)c(C)n(C)c1C | 1% | / | -5% | 2.6% | i | 3.2 | / | / | / | / | /
COCCn1c(SCC(=O)Nc2cc(C)on2)nc2c(c1=O)SC(C)C2 (stereo unspecified) | 1% | / | -8% | 0.8% | i | 0.3 | / | / | / | / | /
CN(C)S(=O)(=O)n1cc(/C=C(\NC(=O)c2ccccc2)C(=O)N2CCCC2)c2ccccc21 | 3% | / | -2% | -0.6% | i | 7.5 | / | / | / | / | /
O=C(O)CCC(=O)NNc1nc(-c2ccccc2)c2cc(Cl)ccc2n1 | -1% | / | 2% | -0.5% | i | 0.8 | / | / | / | / | /
O=C(NCCCNCc1ccccc1)c1ccncc1 | 6% | 1 | -4% | -0.2% | i | 1.2 | 7% | 0.7% | 11% | -4 | -5
O=C1C2CCCN2C(c2ccccc2F)N1c1ccc(Cl)cc1 (stereo unspecified) | -2% | 1 | 11% | 1.5% | i | 0.7 | -6% | -2.8% | -6% | -10 | -18
COc1ccc(NC(=O)CNC(=O)c2nn(-c3ccc(OC)cc3OC)c(=O)c3ccccc23)c(OC)c1 | -3% | / | -2% | 2.0% | i | 0.5 | / | / | / | / | /
CC1CC/C(=C\c2ccc3c(c2)OCO3)C(=O)/C1=C/c1ccc2c(c1)OCO2 (stereo unspecified) | 2% | 1 | 0% | -0.3% | i | 0.6 | 2% | -3.3% | -3% | 27 | 1
CCCCOc1nc2ccccc2nc1C(C#N)S(=O)(=O)c1ccccc1 (stereo unspecified) | 6% | 1 | -14% | 18% | i | 1.0 | 2% | -1.3% | -13% | 4 | 14
O=C(Nc1nnc(C2CC2)s1)c1cccc(S(=O)(=O)N2CCc3ccccc32)c1 | -4% | 1.1 | 18% | -1.0% | i | 1.0 | -1% | -5.3% | -10% | 5 | 4
CC(C)Oc1cccc(C(=O)NC(=S)Nc2ccc3c4c(cccc24)CC3)c1 | -3% | 1.1 | -14% | 1.9% | + | 15* | 18% | -4.1% | 21% | 17 | 5
Cc1cccc(OCCN2C(=O)c3ccccc3C2=O)c1 | 2% | 1.1 | -6% | 0.1% | i | 0.2 | 0% | -2.7% | 0% | -3 | 1
NC(=O)C1(N2CCCCC2)CCN(Cc2ccccc2Cl)CC1 | 0% | 1.1 | 3% | -0.7% | i | 2.0 | 0% | 1.6% | -4% | -5 | -6
OC(CN1C2=NCCCN2c2ccccc21)c1ccc(Cl)cc1 (stereo unspecified) | 3% | 1.2 | 10% | -1.1% | i | 1.9 | -1% | 0.8% | -6% | 18 | 3
COc1ccc(OC)c(S(=O)(=O)NC2CCN(Cc3ccccc3)CC2)c1 | 2% | 1.1 | -4% | 0.1% | i | 1.9 | 7% | -4.3% | 5% | 2 | -9
CC(=O)Nc1ccc(C(=O)OCc2ccc(Cl)c(Cl)c2)cc1 | -2% | 1.1 | -17% | 7.4% | i | 0.1 | 24% | -2.9% | 14% | 31 | 41
CCN(CC)C(=O)C1CCCN(C(=O)c2cc(COc3cccc(OC)c3)on2)C1 (stereo unspecified) | -4% | / | -5% | 2.0% | i | 0.7 | / | / | / | / | /
CC1CCCC(NC(=O)COC(=O)c2ccc(N(C)C)cc2)C1C (stereo unspecified) | 1% | 1 | 2% | 3.8% | i | 1.3 | 1% | -3.4% | 1% | -4 | -18
O=C(O)CC(Cc1ccc(Cl)cc1)C(=O)Nc1cc(Cl)ccc1Cl (stereo unspecified) | -2% | / | -8% | 4.1% | i | 0.4 | / | / | / | / | /
O=C(NNc1ccccc1[N+](=O)[O-])Nc1ccc(F)cc1 | 6% | 1.1 | 3% | 0.7% | i | 0.3 | 12% | -4.5% | 13% | 4 | -20
CCOc1ccc(N(C(=O)CNC(=O)c2cccs2)C(C(=O)NCC2CCCO2)c2ccc(OC)c(OC)c2)cc1 (stereo unspecified) | -2% | 1 | -4% | -0.9% | i | 0.4 | 14% | -7.9% | 13% | 3 | 4
COC(=O)c1nc(NC(=O)c2ccccc2)n[nH]1 | 7% | 1.1 | 7% | -1.1% | i | 1.9 | 4% | -2.8% | 2% | 8 | 1
Cc1cccc(CC2S/C(=N/c3ccccn3)NC2=O)c1 (stereo unspecified) | 7% | 1.1 | 1% | 4.9% | i | 1.0 | 10% | -4.0% | 10% | 14 | 18
CCCCN(C)CCCNC(=O)c1ccc(N2CCCC2=O)cc1 | 2% | 1.1 | 7% | 0.9% | i | 0.6 | 2% | -4.3% | 5% | -3 | -4
O=C(CN1C(=O)c2ccccc2S1(=O)=O)NCc1ccc2c(c1)OCO2 | 4% | 1 | 2% | 0.7% | i | 7.2 | -9% | -6.7% | 1% | 1 | 5
O=C(CN1CCCC1)N1CCCC(c2ccc(F)cc2)c2ccc(F)cc21 (stereo unspecified) | 4% | 1.1 | 6% | -0.3% | i | 0.5 | -2% | -2.8% | -6% | 18 | -2
Cc1ccc(S(=O)(=O)N2CCN(C(=O)CSc3ccc(Cl)cc3)CC2)cc1 | 0% | / | -5% | 1.1% | i | 0.0 | / | / | / | / | /
Cc1ccc(N(CC(=O)NCc2ccc(F)cc2)S(=O)(=O)c2cccs2)cc1 | -2% | 1 | 2% | 1.0% | i | 5.2 | -5% | -6.2% | -1% | 12 | 13
Cc1ccc(-c2nnn(Cc3nc(N)nc(N4CCOCC4)n3)n2)cc1 | -4% | 1 | -1% | 0.6% | i | 0.7 | 8% | -5.4% | 7% | 0 | 0
O=C(CCn1c(=O)[nH]c2ccsc2c1=O)N1CC(=O)N(CCc2ccccc2)C(=O)C1 | 0% | 1 | -5% | 0.3% | i | 0.5 | -4% | -5.1% | 6% | 0 | -19
N#C/C(=C\c1ccccc1OCc1ccc(C(=O)O)cc1)C(=O)Nc1ccc(O)cc1 | 2% | 1 | -3% | -0.7% | i | 0.2 | -14% | -2.9% | -18% | -8 | -3
O=C(Nc1ccc(O)cc1)/C(=C/c1ccco1)NC(=O)c1ccccc1 | 2% | / | 1% | -1.7% | i | 0.0 | / | / | / | / | /
Cc1ccc(CN2C(=O)CCC2C(=O)NCC2CCCO2)cc1 (stereo unspecified) | 0% | 1.1 | -4% | 0.8% | i | 0.6 | 10% | -0.9% | 7% | -4 | 7
